Source: PubChem
Pf growth 48h – inhibits P. falciparum growth in the first generation, 48 h. P. falciparum luciferase growth in erythrocytes, 48 h. Potency, µM (titrated, usually from 28.7 µM), for the others: at the top dose activity change, negative = inhibition, usual class: inhibitors. actives 5.9% (n = 310,000). AID 504832
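Here the parasites carry a stable luciferase gene and grow inside erythrocytes in Albumax-based RPMI medium with compound for one erythrocytic cycle. Activity is scored as loss of luminescent signal.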
LmPK inhibitor – LmPK (Leishmania mexicana) enzyme inhibition; Q27686; purified LmPK, Kinase-Glo ATP luminescence, 1 h; Potency, µM (titrated, usually from 57.5 µM), for inactives: top-dose activity change, negative = inhibition, most hits filed as inhibitors; actives 0.37% (n = 290,000); AID 1721
Target sequence (Q27686 whole entry, looked up): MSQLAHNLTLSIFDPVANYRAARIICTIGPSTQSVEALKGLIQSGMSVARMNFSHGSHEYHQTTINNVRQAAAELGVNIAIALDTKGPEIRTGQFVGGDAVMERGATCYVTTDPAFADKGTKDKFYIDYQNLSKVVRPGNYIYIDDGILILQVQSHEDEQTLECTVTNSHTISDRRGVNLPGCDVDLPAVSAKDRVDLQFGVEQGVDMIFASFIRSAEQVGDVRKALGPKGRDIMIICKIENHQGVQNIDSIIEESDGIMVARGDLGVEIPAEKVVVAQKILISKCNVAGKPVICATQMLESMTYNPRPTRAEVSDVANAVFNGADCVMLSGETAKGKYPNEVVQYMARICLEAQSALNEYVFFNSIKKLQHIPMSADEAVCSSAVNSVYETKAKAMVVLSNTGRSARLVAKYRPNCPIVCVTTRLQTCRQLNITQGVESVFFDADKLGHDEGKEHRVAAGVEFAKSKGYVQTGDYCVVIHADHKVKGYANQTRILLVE
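In 50 mM imidazole pH 7.2 with 7 mM MgCl2, LmPK (0.1 nM) turned over PEP (0.5 mM) and ADP (0.1 mM) for 1 h at room temperature. Luciferase read-out of ATP.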
Sm TGR block – S. mansoni TGR enzyme inhibition. Q962Y6. purified TGR, DTNB reduction, TNB absorbance 405 nm. Potency, µM (top dose mostly 114 µM), inactives show at the highest dose activity change, negative = inhibition, actives largely listed as inhibitors. actives 3% (n = 360,000); note: nearly all actives have a fitted effect of over 60% in size
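TGR 20 nM + NADPH 100 uM (dispensed conc.), cpd preinc 15 min RT; start with NADPH (500 uM addition) then DTNB (15 mM addition). Kinetic TNB absorbance, 405 nm filter. Four-parameter Hill fit across titration.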
Pf growth 96h – P. falciparum growth inhibition at 96 hour, primary screen for plastid delayed-death inhibitors | P. falciparum luciferase reporter growth, 96 h | Potency, µM (titrated, usually from 28.7 µM), for inactives: at the top dose activity change, negative = inhibition, actives largely listed as inhibitors | actives 6.9% (n = 320,000)
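Luminescence readout: decreased luciferase signal marks inhibited growth of reporter-expressing P. falciparum in infected red cells (2% hematocrit, 0.05% parasitemia final), exposed to compound two generations (96 h, 37 C, 5% CO2).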
TbPYK inhibitor – inhibitors of Trypanosoma brucei pyruvate kinase. TbPYK enzyme, Kinase-Glo Plus ATP luminescence, 45 min. Potency, µM (series often up to 76.8 µM), inactives show top-dose activity, negative = inhibition, usual class: inhibitors. actives 0.12% (n = 410,000). AID 624173; note: nearly all actives have a fitted effect of over 50% in size
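Glycolytic pyruvate kinase of T. brucei was incubated with substrate, test compound and 130 uM ADP for 45 minutes at room temperature. Luminescent Kinase-Glo Plus signal was measured after 10 minutes.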
HCV inhibitor – inhibitors of hepatitis C virus infection | Potency, µM (top dose mostly 41.8 µM), without a hit: top-dose activity change, negative = inhibition, actives largely listed as inhibitors | Huh7.5.1 HCVcc-Cre infection, luciferase reporter, 44 h | AID 651820 | actives 3.4% (n = 340,000)
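Antiviral activity was scored by luciferase reporter output from cells infected with HCVcc-Cre (~0.5 moi) in presence of compound, 44 h infection period, cells seeded 1,000/well 4 h prior.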
Active calls of the source: *; ? = inconclusive; · = no result given; & = joins results of further samples; [ ] = dose if it differs, or a comment. Calls come from the whole dose curve; as a rule, active = well fitted curve in the direction sought with a large enough effect; inconclusive = small, poorly fitted or top-dose-only effect, or another doubt; inactive = no such curve, though single readings can be large; an effect the other way counts as inactive or inconclusive. % is set by controls: 0 for no effect and ±100 for the full control effect; potency is the fitted concentration of half-maximal effect. Compounds were not picked by outcome. About 16% of those tested had a hit in this group.

The line under a structure holds: Pf growth 48h | LmPK inhibitor | Sm TGR block | Pf growth 96h | TbPYK inhibitor | HCV inhibitor
> COc1ccc(C2(O)C(=O)Nc3ccc(C)cc32)cc1OC (configuration not stated)
    -8% | 0% | 11% | ? | 4% | -13%
> COc1ccc(C2CC(=O)C=C(NCC3CCCO3)C2)cc1 (configuration not stated)
    -22% | 4% | 11% | 0% | 1% | 19%
> CCc1nn(CC(=O)NCCc2ccc(S(N)(=O)=O)cc2)c(=O)c2cc3sccc3n12
    24% | 4% | 1% | ? | -1% | 9%
> COc1ccc(N2CCN(C(=O)CCS(=O)(=O)c3cccc4nsnc34)CC2)cc1
    -25% | 1% | ? | -10% | 7% | 2%&15%
> O=C(CCS(=O)(=O)c1ccc(Cl)cc1)Oc1ccc2c(c1)OCO2
    -7% | 0% | -30% | ? | 2% | 12%
> COc1ccccc1-c1noc(CCC(=O)Nc2cccc(C)c2)n1
    1% | 6% | 0% | 4% | -2% | -18%
> Cc1c(O)cc2n(c1=O)-c1ccc(Cl)cc1C2(C)C
    ? | -4% | 1% | ? | 5% | -15%
> Cc1ccc(C(=O)N[C@H](C(=O)OCc2cc(=O)n3c(n2)sc2ccccc23)C(C)C)cc1
    16% | 3% | -11% | 4% | 0% | 1%
> COc1ccc2[nH]c3c(=O)n(CCCCC(=O)N4CCC(C(N)=O)CC4)c(=S)[nH]c3c2c1
    -8% | 4µM* | -9% | ? | 6.3µM* | -7%
> CC(=O)C1=C(O)C(=O)N(CCCn2ccnc2)C1c1ccc(Br)cc1 (configuration not stated)
    3% | -6% | 9% | 3% | 2% | 28%
> CN(C)/C=N/c1sc2c(c1C#N)CCCCC2
    95%[activator] | -2% | -13% | 85%[activator] | -7% | ?
> CN(C)c1ccc(C(O)P(=O)(OCc2ccccc2)c2ccc(N(C)C)cc2)cc1 (configuration not stated)
    -21% | -3% | -8% | 6% | 1% | -4%
> O=C(COC(=O)c1ccncc1)Nc1ccccc1
    0% | -7% | 6% | 67%[activator] | -2% | 31%[activator]
> COc1ccc(C)cc1-n1nnnc1SCC(=O)NC1CCCC1
    ? | · | -6% | 44%[activator] | -1% | ?
> Cc1ccnc(NC(=O)c2c(-c3ccccc3Cl)noc2C)c1
    44%[activator] | 0% | 3% | 50%[activator] | 0% | -37%
> COc1cccc(NC(=O)CCN2C(=O)c3ccccc3Sc3ncccc32)c1
    -16% | 4% | ? | 2.9µM* | -2%&-13% | -5%
> O=C(O)c1cccnc1Nc1ccc(Cl)cc1
    11% | 0% | 1% | ? | 2% | 5%
> O=C(CN(Cc1cccs1)S(=O)(=O)c1ccc(S(=O)(=O)NC2CCCCC2)cc1)Nc1ccccc1
    -28% | -3% | 0% | -12% | 5% | ?
> CCN(CC)C(=O)C(=O)N/N=C/c1cccc(Br)c1
    5% | -2% | 21% | 9% | 2% | -22%
> CN(C(=O)COC(=O)Cc1c(Cl)cccc1Cl)c1c(N)n(Cc2ccccc2)c(=O)[nH]c1=O
    ? | · | 2% | ? | -3% | ?
> O=P(Nc1ccccc1)(Nc1ccccc1)Oc1cccc(Cl)c1
    ? | 5% | -19% | ? | 11% | ?
> COc1ccccc1Oc1ccc(S(=O)(=O)N2CCN(C)CC2)cc1
    4% | 11% | 7% | 19% | -3% | -4%
> O=C(COc1ccccc1Cl)N1CCCCCCC1
    -19% | -2% | 8% | -13% | -3% | 15%
> COCCCn1nnnc1SCC(=O)N1c2ccccc2CC1C (configuration not stated)
    -9% | 7% | 0% | 57%[activator] | 5% | 13%
> CSc1cccc(NC(=O)N2CCN(C)CC2)c1
    3% | -1% | 9% | 56%[activator] | 6% | -7%
> O=C(Oc1ccccc1)c1ccc2nccnc2c1
    24% | -22% | -16% | 7% | -4% | 11%
> S=c1[nH]cnc2sc(Nc3ccccc3)nc12
    0% | 1% | -4% | ? | -11% | -11%
> COC(=O)Cn1cnc2c(cnn2-c2ccccc2)c1=O
    15% | -2% | 1% | ? | -1% | 19%
> COc1ccc(C(=O)NC(C)Cn2nc(C)cc2C)cc1OC1CCN(C(C)=O)CC1 (configuration not stated)
    -1% | -4% | 0% | 26% | -11% | ·
> Cc1ccc(NC(=O)CSCC(=O)NCCc2ccccn2)c(C)c1
    -1% | 11% | -1% | 27% | 5% | 6%

A different layout for 7 compounds above:
SMILES	Pf growth 48h	LmPK inhibitor	Sm TGR block	Pf growth 96h	TbPYK inhibitor	HCV inhibitor
COc1ccc(N2CCN(C(=O)CCS(=O)(=O)c3cccc4nsnc34)CC2)cc1	-25%	1%	?	-10%	7%	2%&15%
O=C(CCS(=O)(=O)c1ccc(Cl)cc1)Oc1ccc2c(c1)OCO2	-7%	0%	-30%	?	2%	12%
COc1ccccc1-c1noc(CCC(=O)Nc2cccc(C)c2)n1	1%	6%	0%	4%	-2%	-18%
Cc1c(O)cc2n(c1=O)-c1ccc(Cl)cc1C2(C)C	?	-4%	1%	?	5%	-15%
Cc1ccc(C(=O)N[C@H](C(=O)OCc2cc(=O)n3c(n2)sc2ccccc23)C(C)C)cc1	16%	3%	-11%	4%	0%	1%
COc1ccc2[nH]c3c(=O)n(CCCCC(=O)N4CCC(C(N)=O)CC4)c(=S)[nH]c3c2c1	-8%	4µM*	-9%	?	6.3µM*	-7%
CC(=O)C1=C(O)C(=O)N(CCCn2ccnc2)C1c1ccc(Br)cc1 (configuration not stated)	3%	-6%	9%	3%	2%	28%

Single entries from the entries so far:
In Sm TGR block, `O=C(COc1ccccc1Cl)N1CCCCCCC1` has the entry 8%
In TbPYK inhibitor, `CCN(CC)C(=O)C(=O)N/N=C/c1cccc(Br)c1` has the entry 2%
In Pf growth 48h, `CN(C)c1ccc(C(O)P(=O)(OCc2ccccc2)c2ccc(N(C)C)cc2)cc1` (configuration not stated) has the entry -21%

Further entries follow.
The line under a structure holds: Pf growth 48h | LmPK inhibitor | Sm TGR block | Pf growth 96h | TbPYK inhibitor | HCV inhibitor
> O=C(CN(Cc1ccccc1)S(=O)(=O)c1ccccc1)N/N=C/c1ccccc1C(=O)O
    5% | -1% | -5% | ? | 6% | -2%
> CCCN1CCN(C(=O)c2ccc(Sc3ccc(C)cc3)c(NC(C)=O)c2)CC1
    6% | 0% | 8% | ? | 3% | 14%
> Cc1c(C(=O)N2CCOCC2)sc2ncn(CC(=O)N3CCC(C)CC3)c(=O)c12
    -19% | 1% | 10% | ? | 0% | 38%[activator]
> S=C(NCc1cccnc1)Nc1ccc(Oc2ccccc2)cc1
    ? | 0% | -12% | 26% | -9% | ?
> C/C(=N\NC(=O)c1ccncc1)c1ccc(NC(=O)c2ccc(Cl)cc2)cc1
    -20% | 3% | -3% | 47%[activator] | 5% | -1%
> Cc1ccc(C(=O)NC2CC3CCCC(C2)N3Cc2ccccc2)cc1 (configuration not stated)
    ? | -5% | -1% | ? | 4% | 9%
> COc1cc(NC(=S)NC2CC2)c(OC)cc1Cl
    5% | 3% | 40µM* | 11% | -7% | -23%
> CC(C)(C)c1csc(NC(=O)c2ccc(Cl)s2)n1
    3.7µM* | 0% | -3% | · | -3% | 8.9µM*
> COc1ccc(NC(=O)c2nc[nH]c2C(=O)N2CCN(C(=O)OC(C)(C)C)CC2)cc1
    -2% | 5% | -8% | 33%[activator] | -1% | 5%[8.37 µM]
> CC1CCCN(CCCCOc2cccc(Br)c2)C1 (configuration not stated)
    ? | -2% | -11% | ? | -4% | ?
> Cn1nc(C(F)(F)F)c(C(=O)Nc2ccc(Cl)cc2)c1Cl
    36%[activator] | -1% | -20% | -1% | -4% | -7%
> CCCCc1cc(=O)oc2cc(OCC(=O)N(CC)CC)c(Cl)cc12
    ? | 4% | -17% | ? | -3% | 1%
> Cc1cccc(C)c1NC(=S)N/N=C/c1ccc(OCCC(C)C)cc1
    · | 10% | -1% | 3.3µM* | -11% | ?
> O=C(COC(=O)CNC(=O)c1ccc(F)cc1)Nc1cccc(S(=O)(=O)N2CCCC2)c1
    30% | 14% | -5% | 57%[activator] | 0% | -15%
> O=C(COC(=O)c1ccco1)Nc1ccccc1
    13% | -1% | -2% | 3% | 2% | 12%
> Cc1ccc(S(=O)(=O)N2CCN(C(=O)/C=C/c3ccccc3)CC2)cc1C
    4.1µM* | · | -1% | 13µM* | -5% | ?
> c1ccc2c(CN3CCSCC3)cccc2c1
    12% | -2% | -11% | ? | 2% | 8%
> Cc1ccc(C(=O)NC(C)c2ccc3c(c2)OCO3)s1 (configuration not stated)
    20% | -1% | -5% | 63%[activator] | ? | ?
> CCn1c(SCC(=O)N2CCCCC2)nc2c1c(=O)n(C)c(=O)n2C
    -4% | 1% | 3% | 30% | 1% | -7%
> O=C(NCc1ccccc1)NC12CC3CC(CC(C3)C1)C2
    -7% | 2% | -2% | 14% | 7% | -1%
> O=C(Nc1ccccc1)c1ccco1
    61%[activator] | 2% | -16% | ? | 2% | -2%
> O=C(C(=O)N1CCC2(CC1)OCCO2)c1c[nH]c2ccccc12
    4% | 0%[11.5 µM] | 12% | 16% | 6% | 5%
> Cc1cc(N2CC(=O)N(CCc3ccccc3)C(=O)C2)n2ncnc2n1
    15% | -1% | 1% | · | 9% | 14%
> CC1CC(C)CN(CCC(=O)Nc2ccc3c(c2)CCC3)C1 (configuration not stated)
    -16% | 0% | · | 172%[activator] | 2% | ?
> Cc1cccc2nc(-c3cccnc3)c(NCCC(C)C)n12
    -2% | -1% | -12%[57.1 µM] | 65%[activator] | 1% | 2%
> Cc1ccc(-c2[nH]nc3c2C(c2ccoc2)C(C#N)=C(N)O3)cc1C (configuration not stated)
    -5% | -2% | ? | 3% | 0% | -6%
> COc1cccc(CN(C(=O)COc2ccc(C)cc2)C2CCS(=O)(=O)C2)c1 (configuration not stated)
    -4% | 0% | -3% | 22% | 4% | -6%
> COc1ccc(/C=N/NC(=O)c2ccccc2)cc1OS(=O)(=O)c1ccccc1
    9.3µM* | 1% | -1% | ? | 2% | ?
> O=C(NCCc1ccccc1)c1ccc(Cn2c(SCc3cccc(F)c3)nc3cccnc32)cc1
    9.3µM* | · | -5% | 3.3µM* | 2% | ·
> CCN1CCN(C(=S)NC(=O)c2cccs2)CC1
    ? | 1% | 42%[activator] | -24% | -11% | 10%
> CC(C)[C@H](CO)Nc1nc(Nc2ccc(Cl)c(C(=O)O)c2)c2ncn(C(C)C)c2n1
    ? | -3% | 18% | ? | 0% | 18%
> O=C(Nc1cccc(F)c1)c1ccc(Cn2cc([N+](=O)[O-])cn2)o1
    -17% | 10% | 23% | ? | 6% | ?
> C=CCn1c(=NC(=O)CN2C(=O)CCC2=O)sc2cc(S(N)(=O)=O)ccc21
    9% | 0% | -1% | 17% | -5% | 4%

Reprinted at random: three records from the list.
The line under a structure holds: Pf growth 48h | LmPK inhibitor | Sm TGR block | Pf growth 96h | TbPYK inhibitor | HCV inhibitor
> C/C(=N\NC(=O)c1ccncc1)c1ccc(NC(=O)c2ccc(Cl)cc2)cc1
    -20% | 3% | -3% | 47%[activator] | 5% | -1%
> Cc1c(C(=O)N2CCOCC2)sc2ncn(CC(=O)N3CCC(C)CC3)c(=O)c12
    -19% | 1% | 10% | ? | 0% | 38%[activator]
> COc1cc(NC(=S)NC2CC2)c(OC)cc1Cl
    5% | 3% | 40µM* | 11% | -7% | -23%
